High-throughput results as filed in PubChem.
HP1b binding inh: HP1-beta chromodomain-methylated histone interaction inhibition; 390,000 tested, 0.56% active; Potency, µM (series often up to 114 µM), for the others: at the top dose activity change, negative = inhibition, most hits filed as inhibitors; AlphaScreen HP1-beta / biotin-H3K9me3 peptide binding; further: potency means the concentration at half of the fitted maximal effect; nearly all actives have a fitted effect of over 70% in size; inactives centre near 23
Target sequence (P83916 whole entry, looked up): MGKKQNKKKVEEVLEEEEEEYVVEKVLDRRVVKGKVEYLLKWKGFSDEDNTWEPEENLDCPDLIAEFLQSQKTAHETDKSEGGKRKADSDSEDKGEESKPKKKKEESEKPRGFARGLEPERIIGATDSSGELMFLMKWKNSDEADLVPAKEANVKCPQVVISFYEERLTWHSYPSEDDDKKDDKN
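Compound inhibition of the preformed complex between 50 nM HP1-beta and 50 nM biotinylated H3K9me3 peptide was read by AlphaScreen. Buffer was PBS pH 7.4 with 0.01% Tween-20. Incubations ran 30 min at room temperature, with 10 ug/mL donor/acceptor beads.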
Tb PGK inh: inhibitors of T. brucei phosphoglycerate kinase; PGK/GAPDH coupled, Kinase-Glo luminescence, 60 min; 380,000 tested, 0.043% active; AID 602233; P07378; Potency, µM (top dose mostly 57.5 µM), inactives show at the highest dose activity change, negative = inhibition, usual class: inhibitors; further: potency means the concentration at half of the fitted maximal effect; on the % scale 0 is the no-effect control and ±100 the full control effect; nearly all actives have a fitted effect of over 60% in size
Target sequence (P07378 whole entry, looked up): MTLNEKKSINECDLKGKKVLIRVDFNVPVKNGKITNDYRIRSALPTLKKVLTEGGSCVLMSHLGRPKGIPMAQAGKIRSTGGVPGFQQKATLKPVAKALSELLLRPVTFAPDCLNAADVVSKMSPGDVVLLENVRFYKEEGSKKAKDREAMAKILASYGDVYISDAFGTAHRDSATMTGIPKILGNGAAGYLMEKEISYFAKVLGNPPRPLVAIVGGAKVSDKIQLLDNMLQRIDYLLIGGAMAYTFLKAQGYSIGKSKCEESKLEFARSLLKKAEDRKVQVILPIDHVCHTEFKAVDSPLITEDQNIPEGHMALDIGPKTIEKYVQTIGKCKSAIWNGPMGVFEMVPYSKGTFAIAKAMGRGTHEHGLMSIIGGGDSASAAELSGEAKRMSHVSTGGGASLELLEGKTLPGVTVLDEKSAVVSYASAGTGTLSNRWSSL
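Recombinant glycosomal PGK reaction used 1,3-bisphosphoglycerate generated in-well by GAPDH (100nM final) in 100mM TEA pH 7.6, 5mM MgCl2, 0.01% Tween-20. After 60 minutes at room temperature, ATP was read by Kinase-Glo Plus luminescence end-point.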
JMJD2A Tudor: JMJD2A Tudor domain (human) inhibition | O75164 | AlphaScreen JMJD2A-Tudor / H3K4me3 peptide binding | Potency, µM (doses to about 114 µM), inactives show at the highest dose activity change, negative = inhibition, usual class: inhibitors | 390,000 tested, 4.4% active | AID 504339; further: potency means the concentration at half of the fitted maximal effect; on the % scale 0 is the no-effect control and ±100 the full control effect; nearly all actives have a fitted effect of over 50% in size
PI4K2A inh: blocks human PI4K2A kinase activity; Q9BTU6; activity change, negative = inhibition, % at 76.9 µM; 420,000 tested, 0.13% active; AID 1346378; purified PI4K2A, ADP-Glo luminescence, 1 h; stronger effect = lower value; in the data active means activity change below about -50%; inconclusive means mostly about -30% to -49%;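 further: -100% = wells without enzyme as full effect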
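Compounds are screened against recombinant PI4K2A using PI as substrate and ATP, the latter dispensed at 300 microM. Reactions run one hour at ambient temperature before ADP-Glo detection; full inhibition defined by wells lacking enzyme.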
POLH inh: inhibitors of human DNA polymerase eta. Q9Y253. recombinant Pol eta, fluorescent DNA replication assay. Potency, µM (highest dose often 114 µM), for the others: at the top dose activity change, negative = inhibition, actives largely listed as inhibitors. 390,000 tested, 1.2% active. AID 588591; further: potency means the concentration at half of the fitted maximal effect; on the % scale 0 is the no-effect control and ±100 the full control effect
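Pol eta (10 nM) was preincubated with compounds for 15 min at room temperature, after which fluorescent replication substrate (50 nM final) was added to start the reaction. Fluorescence was read kinetically at 0 and 10 min.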
G9a inh: blocks human histone lysine methyltransferase G9a; Q96KQ7; Potency, µM (series often up to 102 µM), for inactives: at the highest dose activity, negative = inhibition, actives largely listed as inhibitors; AID 504332; 350,000 tested, 8.8% active; G9a H3K9 monomethylation, AlphaScreen, 2 h; further: potency means the concentration at half of the fitted maximal effect; on the % scale 0 is the no-effect control and ±100 the full control effect; nearly all actives have a fitted effect of over 75% in size
Target sequence (Q96KQ7 913-1193 limits assumed): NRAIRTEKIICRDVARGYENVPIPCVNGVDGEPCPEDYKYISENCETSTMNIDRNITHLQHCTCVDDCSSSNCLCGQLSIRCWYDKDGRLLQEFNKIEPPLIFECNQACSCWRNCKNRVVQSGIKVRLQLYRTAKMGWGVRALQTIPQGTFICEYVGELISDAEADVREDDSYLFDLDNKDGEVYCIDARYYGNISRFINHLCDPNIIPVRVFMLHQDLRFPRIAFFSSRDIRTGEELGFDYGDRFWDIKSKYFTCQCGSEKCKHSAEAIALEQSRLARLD
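AlphaScreen detection with an anti-monomethyl H3K9 antibody quantified product after a 2 h room-temperature reaction containing 500 nM biotinylated H3K9 peptide, 20 µM SAM and 20 nM enzyme, which had been preincubated 15 min with compound.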
GLS inhibitor: glutaminase GLS (human) inhibition | GLS enzymatic activity, qHTS titration | 410,000 tested, 0.21% active | Potency, µM (top dose mostly 45.5 µM), for inactives: top-dose activity change, negative = inhibition, most hits filed as inhibitors | AID 624170; further: potency means the concentration at half of the fitted maximal effect; on the % scale 0 is the no-effect control and ±100 the full control effect
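Read-out is an Amplex red fluorescence increase coupled through glutamate oxidase and HRP, measured before and after 30 min room-temperature incubation. hKGA is in 45 mM KH2PO4 (pH 8.2) with 0.02% Tween-20; glutamine added as 1mM solution.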
Pin1 inh: blocks the human prolyl isomerase Pin1; Pin1 FP peptide displacement, HiFluor488, 10 min; Q13526; AID 504891; Potency, µM (doses to about 115 µM), for the others: at the highest dose activity, negative = inhibition, usual class: inhibitors; 390,000 tested, 0.009% active; active means well fitted inhibition curve with a large enough effect in the polarisation, with a control signal flat, not every such curve was filed as active; inconclusive means small, poorly fitted or top-dose-only effect, or effect the other way, or a change in a side signal; inactive means no such curve, though single readings can be large or run the other way; the % refers to the polarisation; further: potency means the concentration at half of the fitted maximal effect; on the % scale 0 is the no-effect control and ±100 the full control effect
Target sequence (Q13526 whole entry, looked up): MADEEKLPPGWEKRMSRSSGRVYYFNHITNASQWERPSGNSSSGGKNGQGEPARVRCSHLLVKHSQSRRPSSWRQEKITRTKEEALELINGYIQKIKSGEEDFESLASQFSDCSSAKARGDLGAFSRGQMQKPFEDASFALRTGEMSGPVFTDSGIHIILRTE
BAZ2B inh: BAZ2B (human) inhibition | Q9UIF8 | AlphaScreen BAZ2B-H3K14Ac peptide displacement | Potency, µM (titrated, usually from 114 µM), without a hit: top-dose activity change, negative = inhibition, most hits filed as inhibitors | 360,000 tested, 4.4% active | AID 504333; further: potency means the concentration at half of the fitted maximal effect; on the % scale 0 is the no-effect control and ±100 the full control effect; nearly all actives have a fitted effect of over 60% in size
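AlphaScreen displacement of biotin-H3(5-23)K14Ac peptide (50 nM final) from BAZ2B (50 nM final) in PBS pH 7.4, 0.01% Tween-20; complex preformed 30 min RT, then compounds (top 110 uM) 30 min RT, beads 20 min dark.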
Starred values were filed as active, the others as inactive; i = inactive; u = inconclusive; x = no result given; [ ] = remark or other dose. Unless noted, the call rests on the fitted dose curve; in most records, active means well fitted curve in the direction sought with a large enough effect; inconclusive means small, poorly fitted or top-dose-only effect, or another doubt; inactive means no such curve, though single readings can be large; an effect the other way counts as inactive or inconclusive. These rows are one share of the data; the hit share may differ from the screen's.

SMILES | HP1b binding inh | Tb PGK inh | JMJD2A Tudor | PI4K2A inh | POLH inh | G9a inh | GLS inhibitor | Pin1 inh | BAZ2B inh
COc1ccc(Br)cc1/C=N/n1nnnc1N | 20% | -1% | -26% | 12 | -4% | -18% | 0% | 4% | 19%
CC1CN(C(=O)CN2C(=O)NC3(CCCC3)C2=O)C(=Nc2cccc(S(=O)(=O)N(C)C)c2)S1 (stereo not given) | 7% | -10% | -31% | 6 | -17% | u | 0% | -3% | 6%
COc1ccc(C(=O)NCC(=O)N2CCCC(C(F)(F)F)C2)cc1OC (stereo not given) | 18% | i | -18% | -2 | -24% | 5%[0.501 µM] | -4% | -1% | -28%
CCCn1c2c(c(O)c(C(=O)Nc3nc4ccccc4s3)c1=O)CCCC2 | 38% | i | 3% | 4 | -16% | -9%[12.7 µM] | 26% | u | -4%
O=C(COC(=O)/C=C/c1ccco1)NCc1ccccc1Cl | 24% | -17% | -13% | 4 | -4% | 45µM* | -1% | -3% | 15%
O=C(CC1N=C2c3ccccc3N=C(SCc3ccccc3Cl)N2C1=O)NC1CCCCC1 (stereo not given) | -10% | i | -28% | 1 | -10% | 5%[59 µM] | -16% | -5% | -20%
Cc1ccc(C(=O)NC(=S)Nc2ccc3[nH]c(=O)[nH]c3c2)cc1 | 12% | -2% | u | 1 | u | 50µM* | 15% | 1% | 7%
Cc1onc(-c2ccc(Br)cc2)c1C(=O)Nc1ccc(Br)cc1F | 34%[57 µM] | 1% | -13% | 3 | -9% | 50%[59 µM] | 6% | 5% | 20%
Cc1ccc(S(=O)(=O)Nc2cc3c4c(c2)CCC(=O)N4CCC3)cc1 | 6% | 5% | -12% | -1 | -6% | -35% | -2% | -3% | 4%
O=C(c1ccncc1)N1N=C(c2ccc(Br)cc2)CC1c1ccccc1O (stereo not given) | -16% | -5% | u | 1 | -10% | -21% | -32% | 5% | -36%
Cc1ccc(S(=O)(=O)N2CCN(CC(=O)Nc3ccc(N4CCOCC4)cc3)CC2)cc1C | 6% | -3% | -17% | 3 | -6% | -6%[59 µM] | 22% | -1% | u
CN(CC(=O)NCCc1ccc(Cl)cc1)S(=O)(=O)c1cccs1 | 41%[activator] | -2% | 0% | 0 | -5% | -18% | -15% | 6% | 6%
N#CCC(=O)NNC(=S)NC(=O)C(c1ccccc1)c1ccccc1 | 38% | i | -14% | 2 | -17% | -5% | 2% | -6% | -7%
COc1ccc(C2C(C(=O)c3ccco3)=C(O)C(=O)N2CCOCCO)cc1OC (stereo not given) | -3% | -10% | u | 7 | -5% | u | -2% | 0% | u
NC(=O)CN1CCN(C2CC(=O)N(CCc3ccccc3)C2=O)CC1 (stereo not given) | 43% | -1% | -4% | 3 | 3% | 25%[12.7 µM] | 6% | 2% | -12%
CC12CC(=O)C3C(CCC4=CC(=O)CCC43C)C1CC=C2CC(=O)O (stereo not given) | 15%[57 µM] | -9% | -6% | -2 | -4% | x | 6% | -2% | x
Cc1ccccc1NC(=O)C(=O)NC(C)CCc1ccccc1 (stereo not given) | 13% | -7% | -7% | 1 | -14% | u | 0% | 6% | 7%
CCc1ccc(Nc2cc(C)nc3ncnn23)cc1 | 25% | 0% | -10% | 4 | 1% | x | 3% | 0% | 1%
CCCOc1ccc(/C=C/C(=O)N2CCOCC2)cc1 | 28% | -1% | 8% | 0 | -8% | 24% | 0% | -6% | 2%
COc1ccc(OC)c(NC(=O)CN(C)CC(=O)Nc2ccccc2Cl)c1 | 32% | 5% | -11% | 1 | -4% | 26% | 1% | 4% | 2%

Structural class, the compounds so far with an aryl methoxy group.
SMILES | HP1b binding inh | Tb PGK inh | JMJD2A Tudor | PI4K2A inh | POLH inh | G9a inh | GLS inhibitor | Pin1 inh | BAZ2B inh
COc1ccc(Br)cc1/C=N/n1nnnc1N | 20% | -1% | -26% | 12 | -4% | -18% | 0% | 4% | 19%
COc1ccc(C(=O)NCC(=O)N2CCCC(C(F)(F)F)C2)cc1OC (stereo not given) | 18% | i | -18% | -2 | -24% | 5%[0.501 µM] | -4% | -1% | -28%
COc1ccc(C2C(C(=O)c3ccco3)=C(O)C(=O)N2CCOCCO)cc1OC (stereo not given) | -3% | -10% | u | 7 | -5% | u | -2% | 0% | u
COc1ccc(OC)c(NC(=O)CN(C)CC(=O)Nc2ccccc2Cl)c1 | 32% | 5% | -11% | 1 | -4% | 26% | 1% | 4% | 2%

(listing goes on)
SMILES | HP1b binding inh | Tb PGK inh | JMJD2A Tudor | PI4K2A inh | POLH inh | G9a inh | GLS inhibitor | Pin1 inh | BAZ2B inh
CC1(C)CC2(CCCN3C(=O)CSC32)CCS1 (stereo not given) | 24% | i | -9% | -5 | -12% | -6% | -9% | -9% | -6%
CCSc1nnc(NC(=O)CSc2nnc(CNC(=O)c3ccc(OC)c(OC)c3)o2)s1 | 32% | 2% | -5% | -2 | -9% | u | 18% | 1% | 8%
COc1ccc(OC)c(Cc2nnc(CCC(=O)NCc3ccc(C)s3)o2)c1 | 10% | -9% | -9% | 9 | -9% | 25µM* | 1% | 1% | u
CC1CCN(C(=S)c2ccc(O)cc2)CC1 | -3% | i | -31% | 2 | 15% | 35µM* | 29% | -6% | 8%[57.1 µM]
Cc1ccccc1Cn1cc(S(=O)(=O)c2ccc(F)cc2)c(=O)c2cc3c(cc21)OCO3 | 35% | -14% | -17% | -5 | 5% | -23%[59 µM] | -3% | 4% | -1%
COc1ccc(CCN2CC(C(=O)Nc3cc(F)ccc3F)CC2=O)cc1OC (stereo not given) | -4% | -4% | -19% | 0 | 2% | 12% | -1% | 0% | 9%
O=C(CC12CC3CC(CC(C3)C1)C2)NCc1ccco1 | 39%[activator] | 0% | -17% | 5 | -13% | 0% | 0% | 1% | -11%
CC(C)(C)c1nnc(N/N=C/c2cc(Br)ccc2O)n(N)c1=O | 6% | 5% | 22µM* | 5 | -16% | 5%[59 µM] | 27% | 1% | 18µM*
COc1ccc2[nH]cc(C(=O)NCCc3ccccc3)c(=O)c2c1 | 27% | i | -19% | -1 | 2% | x | 6% | -5% | 2%
O=C(Oc1ccc2cccc(OC(=O)N3CCOCC3)c2c1)N1CCOCC1 | 31% | -2% | 10% | 10 | -3% | -25%[59 µM] | 1% | -1% | -3%
CCCCNC(=O)Nc1nc2ccccc2s1 | 40%[activator] | 4% | -5% | -1 | -16% | 7% | -5% | -1% | 5%
CCn1c(SCC(=O)Nc2cc(C)on2)nnc1-c1ccc(C)cc1 | 1% | i | -14% | 3 | -10% | u | 1% | -4% | 0%
CC(=O)c1ccc(NC(=O)CSc2nc(=O)n3cccc(C)c3n2)cc1 | 40%[activator] | 6% | 6% | 2 | -10% | 14%[59 µM] | 0% | -2% | 0%
Cc1nc2ccc([N+](=O)[O-])cc2nc1C | 27% | -1% | -18% | 3 | -20% | 0% | -13% | 3% | -17%
COc1ccccc1NC(=O)CSc1ncn[nH]1 | 21% | 9% | 0% | 4 | -1% | -14%[59 µM] | -1% | 2% | 9%
COc1ccc2sc(-c3ccccc3OC)c(-c3ccc(OC)nc3)c2c1 | 66%[activator] | i | 14% | 2 | -14% | -1%[0.501 µM] | -13% | 13% | 2%
CCC(C)n1nccc1NC(=O)C(C)Cl (stereo not given) | 40%[activator] | i | 3% | 2 | -13% | 0% | -7% | 2% | -3%
N#CC1=C(N)Oc2n[nH]c(-c3ccccc3)c2C12C(=O)Nc1ccccc12 (stereo not given) | 17% | 5% | -16% | 0 | 5% | -36%[12.7 µM] | 11% | 6% | 2%
Cc1ccc(NC(=O)CSc2nc3nccnc3c(=O)n2CCc2c[nH]c3ccccc23)c(C)c1 | 38% | -6% | 6% | -6 | -12% | 2%[59 µM] | 0% | 5% | -16%
CN(C)c1cccc(C(=O)OCC(=O)NC2CCCC2)c1 | 71%[activator] | -1% | -22% | 1 | u | -1% | 21% | -4% | 3%
CCCCN1C(=O)C(NC(C)=O)c2ccccc21 (stereo not given) | 29% | 0% | -17% | 7 | -8% | 22µM* | 9% | -7% | -5%
COc1ccc(S(=O)(=O)Nc2c(F)cccc2F)cc1 | 50µM* | 0% | 25µM* | 2 | 1% | -4% | 38%[activator] | 0% | -14%
CC(C)N(C)C1CCN(S(=O)(=O)c2ccc3[nH]c(=O)ccc3c2)CC1 | 25%[57 µM] | 9% | -1% | 2 | -19% | 2%[59 µM] | 3% | 0% | 3%
O=C(/C=C/c1ccc(F)cc1)Nc1cccc(S(=O)(=O)N2CCOCC2)c1 | 40%[activator] | -2% | -10% | 1 | -19% | x | -4% | -9% | x
Nc1nc(N)c(N=Nc2ccc(S(N)(=O)=O)cc2)c(=O)[nH]1 | 44%[activator] | i | -10% | -13 | -7% | 35%[0.501 µM] | -4% | -4% | u
COc1ccc(-c2noc3c2-c2nc(-c4ccc(C)cc4)sc2CC3)cc1 | 22% | i | -13% | 0 | -17% | x | -4% | -3% | x
Cc1ccc(S(=O)(=O)N2CCC(C(=O)N3CCC(C(=O)NCc4cccnc4)CC3)CC2)cc1 | 35% | x | -17% | 0 | -2% | 18%[12.7 µM] | 4% | 4% | -7%
O=C(c1ccco1)N1CCN=C1SCc1ccccc1Cl | 83%[activator] | 2% | 23% | -5 | -11% | -42% | 9% | 2% | -3%
C=CCc1c(C)nc(-c2ccccc2)nc1Nc1ccccc1O | 7% | -12% | -24% | 5 | -5% | u | 0% | u | -27%
O=C(NCc1ccco1)c1cccs1 | 26% | 0% | -9% | 6 | u | 40µM* | -7% | -11% | -9%
Cc1cc(NC(=O)COC(=O)C2CC(=O)N(c3ccccc3Cl)C2)no1 (stereo not given) | 5% | i | -2% | -10 | -12% | 11% | -5% | -2% | 26%
